HttQ103 aggreg – qHTS Multiplex Assay to Identify Dual Action Probes in a Cell Model of Huntington: Aggregate Formation (GFP); PC12 HttQ103-GFP aggregates, Acumen cytometry, 40 h; Potency, µM (doses to about 46.1 µM), for the others: at the highest dose activity change, negative = inhibition, actives largely listed as inhibitors; 220,000 tested, 1.1% active; also: % is scaled to controls: 0 for no effect and ±100 for the full control effect; nearly all actives have a fitted effect of over 60% in size
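PC12/HTTQ103-GFP, ecdysone-inducible; teb 100 nM; cpd qHTS titration; GFP aggregates read on laser cytometer, Ex 488/Em 500-530 nm.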
GAA spleen mod – qHTS Assay for Inhibitors and Activators of Human alpha-Glucosidase From Spleen Homogenate; Potency, µM (series often up to 79.9 µM), for the others: at the top dose activity change, negative = inhibition, most hits filed as inhibitors; 240,000 tested, 0.006% active; Lysosomal alpha-glucosidase (Homo sapiens), P10253; AID 2112, 2009; human spleen homogenate, 4-MU-alpha-glucoside fluorescence;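 also: 0% = enzyme with vehicle and -100% = no enzyme basal signal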
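Enzyme source: human spleen homogenate, 1 ug/well. Buffer 50 mM citric acid/K phosphate pH 5.0, 0.01% Tween-20. 4-MU-alpha-glucoside 1 mM; 37 C x 40 min; NaOH/glycine stop; fluorescence.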
GoLoco inh red – qHTS Assay for Inhibitors of RGS12 GoLoco Motif Activity (Red Fluorophore); Guanine nucleotide-binding protein G(i) subunit alpha-1 (Homo sapiens), P63096; Gai1:RGS12 GoLoco peptide FP, rhodamine, 10 min; Potency, µM (top dose mostly 61.6 µM), for inactives: at the highest dose activity, negative = inhibition, usual class: inhibitors; 230,000 tested, 0.44% active; active = well fitted inhibition curve with a large enough effect, not every such curve was filed as active; inactive = no such curve, though single readings can be large or run the other way; also: % is scaled to controls: 0 for no effect and ±100 for the full control effect; nearly all actives have a fitted effect of over 30% in size; many of its hits are not listed in these tables
Target sequence (P63096 whole entry, looked up): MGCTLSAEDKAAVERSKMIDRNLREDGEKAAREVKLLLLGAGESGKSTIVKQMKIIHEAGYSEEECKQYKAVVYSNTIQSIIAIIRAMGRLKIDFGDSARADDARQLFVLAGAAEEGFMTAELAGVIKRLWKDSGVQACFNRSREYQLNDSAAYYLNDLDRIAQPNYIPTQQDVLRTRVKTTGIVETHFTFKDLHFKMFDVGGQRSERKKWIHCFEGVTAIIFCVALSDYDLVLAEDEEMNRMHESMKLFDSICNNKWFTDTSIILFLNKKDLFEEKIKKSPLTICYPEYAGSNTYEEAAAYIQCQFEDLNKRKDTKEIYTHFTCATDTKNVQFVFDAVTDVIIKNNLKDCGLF
GAA glycogen – qHTS Assay for Inhibitors and Activators of Human alpha-Glucosidase Cleavage of Glycogen. recombinant GAA, glycogen substrate, Amplex Red glucose oxidase fluorescence. Potency, µM (series often up to 76.4 µM), without a hit: at the top dose activity change, negative = inhibition, most hits filed as inhibitors. 300,000 tested, 0.38% active. AID 2100, 2009;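 also: 0% = full enzyme reaction and -100% = no-enzyme basal signal; the screen sought inhibitors and activators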
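Natural-substrate format: glycogen cleavage by 4 nM human enzyme, glucose read by Amplex Red coupling (Ex 573, Em 610 nm). Normalized to enzyme and no-enzyme controls.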
IMPase Li cell – qHTS Assay for Identifying the Cell-Membrane Permeable IMPase Inhibitors: Potentiation with Lithium. 210,000 tested, 0.35% active. CHO-M1 cells, IP1 TR-FRET (IP-One), carbachol + lithium. Potency, µM (series often up to 59.4 µM), without a hit: top-dose activity, negative = IMPase inhibition, actives largely listed as inhibitors;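 also: IP1 builds up when IMPase is blocked and the TR-FRET signal falls; plate controls were basal vehicle for no effect and high inhibitor control for full effect; nearly all actives have a fitted effect of over 50% in size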
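Steps: plate 2000 CHO-M1 cells per well and culture 16–30 h; add compound and lithium; incubate 30 min, 37C; add d2-IP1 tracer and Eu cryptate anti-IP1 antibody in lysis buffer; read after 10 min at room temperature.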
GAA inh – qHTS Assay for Inhibitors of Human alpha-Glucosidase as a Potential Chaperone Treatment of Pompe Disease. purified human GAA, 4-MU-alpha-glucoside fluorescence. AID 1466, 2008. 200,000 tested, 0.005% active. Potency, µM (doses to about 76.9 µM), without a hit: at the highest dose activity change, negative = inhibition, most hits filed as inhibitors;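 also: plate controls were uninhibited enzyme wells for no effect and no-enzyme background for full effect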
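Human alpha-glucosidase, 4 nM, pre-mixed with test compounds before 400 uM 4-methylumbelliferyl substrate; 20 min room temperature at pH 5.0. Fluorescence read after pH 10 stop; AC50 values from Hill-equation fits.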
HTT ATP protect – qHTS Multiplex Assay to Identify Dual Action Probes in a Cell Model of Huntington: Cytoprotection (ATP) | PC12 HTT-Q103 induced, cytoprotection, ATP luminescence, 40 h | Potency, µM (series often up to 56.4 µM), without a hit: cytoprotection (ATP increase), usual class: activators | 230,000 tested, 0.14% active | AID 1471, 2008;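 also: % of control where 0% means no effect; nearly all actives have a fitted effect of over 45% in size; toxic huntingtin expression switched on by the ecdysone agonist tebufenozide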
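PC12 cells with ecdysone-inducible HTT exon 1 Q103-GFP, induced with 100 nM tebufenozide and co-treated with library compounds in a dose series (1536-well, 1500 cells/well). Cytoprotection read as ATP content by ATPlite luminescence.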
An asterisk follows results filed as active; ? = inconclusive; nt = not tested or not shown; & = joins results of further samples; [ ] = dose if it differs, or a comment. Unless noted, calls follow the shape of the dose curve; as a rule, active = well fitted curve in the direction sought with a large enough effect; inconclusive = small, poorly fitted or top-dose-only effect, or another doubt; inactive = no such curve, though single readings can be large; an effect the other way counts as inactive or inconclusive. Potency is read from the fitted curve at half-maximal effect.

Start of the data: the first 2 compounds (preview)
No.	SMILES	HttQ103 aggreg	GAA spleen mod	GoLoco inh red	GAA glycogen
1	Nc1cc(Br)c(N)c(Br)c1	28%	-3%	-1%	32µM*
2	Cc1nn(-c2ccc(Cl)nn2)c(=O)c2ccccc12	8%	-8%	3%	1%

No.	IMPase Li cell	GAA inh	HTT ATP protect
1	12%[38.3 µM]	4%	-4%
2	0%	9%	-56%[inhibitor]

The listing, repeating the preview:
No.	SMILES	HttQ103 aggreg	GAA spleen mod	GoLoco inh red	GAA glycogen
1	Nc1cc(Br)c(N)c(Br)c1	28%	-3%	-1%	32µM*
2	Cc1nn(-c2ccc(Cl)nn2)c(=O)c2ccccc12	8%	-8%	3%	1%
3	O=C(Nc1ccc2c(c1)OCCO2)C1CCCN(c2ncccn2)C1 (configuration not stated)	9%	-4%	8%	-5%
4	Clc1nc(NCCN2CCOCC2)nc(NCc2ccccc2)n1	10%	-4%	3%	6%
5	CN1CCN(CC(=O)Nc2ccccc2[N+](=O)[O-])CC1	?	-3%	-3%	5%
6	COc1ccc(NC(=O)C(C)N2C(=O)c3ccccc3C2=O)cc1S(=O)(=O)N1CCOCC1 (configuration not stated)	-9%	-6%	1%	-3%
7	CC(NC(=O)COc1ccc(Br)cc1)C(=O)O (configuration not stated)	4%	12%	2%	-8%
8	Nc1nc(F)nc2c1ncn2[C@@H]1O[C@H](CO)[C@@H](O)[C@@H]1O	10%	4%	7%	-2%
9	Cc1ccc(NC(=O)CNC(=O)c2ccccc2F)cc1Cl	7%	1%	-9%	-1%
10	COCCn1c(=O)c(-c2cn(C)c3ccccc23)nc2cnc(N3CCOCC3)nc21	nt	-12%	2%	nt
11	N/C(=N\OC(=O)c1cnn(-c2ccccc2)c1C(F)(F)F)c1cc(C(F)(F)F)cc(C(F)(F)F)c1	-4%[9.22 µM]	-5%	0%	-12%
12	OCCCNC(=S)Nc1ccc(Br)cc1Cl	8%[9.22 µM]	1%	6%	2%

No.	IMPase Li cell	GAA inh	HTT ATP protect
1	12%[38.3 µM]	4%	-4%
2	0%	9%	-56%[inhibitor]
3	0%[38.3 µM]	-1%	-24%
4	1%	-9%	-38%[inhibitor]
5	20%	3%	?
6	10%	-7%	-25%
7	6%[38.3 µM]	-7%	1%
8	-1%	-1%[15.4 µM]	nt
9	-3%	?	-4%[10 µM]
10	2%	nt	-7%
11	nt	nt	7%[10 µM]
12	nt	-2%[15.4 µM]	5%[10 µM]

Going on with the list.
No.	SMILES	HttQ103 aggreg	GAA spleen mod	GoLoco inh red	GAA glycogen
13	CCCCn1c(SCC(=O)c2ccc(O)c(O)c2)nc2ccsc2c1=O	-7%	2%	2%	28µM*
14	COC(CN1C(=O)C(=O)/C(=C(/O)c2ccccc2)C1c1ccccn1)OC (configuration not stated)	16%[9.22 µM]	6%	12%	4%
15	CC(C)CCNC(=O)C1C2C=CC3(CN(Cc4ccccc4Cl)C(=O)C13)O2 (configuration not stated)	0%	-4%	2%	3%
16	COc1ccc(CCNC(=O)CCn2c(SCC(=O)N3CCCC3)nc3ccccc3c2=O)cc1OC	-11%[9.22 µM]	5%	-4%	13%
17	Cc1ccc(NC(=O)CS(=O)(=O)c2c[nH]c3ccccc23)c(C)c1	26%	-4%	12%	4%
18	CC(C)(C#CCN1CCCCC1)OCCOC(c1ccccc1)c1ccccc1	-11%	-1%	0%	12%
19	OCCNCCCCOc1ccc(OCc2ccccc2)cc1	?	2%	4%	8%
20	O=[N+]([O-])c1cccc(/C=N/Nc2nc(N3CCOCC3)nc(N3CCOCC3)n2)c1	-12%	-3%	3%	-1%
21	CC(C)CN(CC(C)C)C(=O)COc1ccccc1C(N)=O	10%	nt	5%	10%
22	O=C(Cn1cc2c(n1)CCCC2)N1CCCc2ccccc21	-15%	2%	1%	-7%
23	O=C(NC1CCCC1)c1ccc(CS(=O)(=O)c2ccc(Br)cc2)o1	-15%	2%	2%	4%
24	NCC1CCC(C(=O)Oc2ccc(CCC(=O)O)cc2)CC1 (configuration not stated)	27%	nt	1%	nt

No.	IMPase Li cell	GAA inh	HTT ATP protect
13	0%	-6%	11%[10 µM]
14	0%	-7%	30%[10 µM]
15	5%[38.3 µM]	2%	-10%[10 µM]
16	nt	nt	-9%[10 µM]
17	0%[38.3 µM]	-4%	-2%
18	24%	8%	-8%[10 µM]
19	-1%	1%	4%[10 µM]
20	6%	5%	nt
21	21%	-5%	-45%[inhibitor]
22	20%[38.3 µM]	-11%	14%[10 µM]
23	0%[38.3 µM]	3%	1%
24	nt	nt	-10%

Next results
No.	SMILES	HttQ103 aggreg	GAA spleen mod	GoLoco inh red	GAA glycogen
25	COc1ccc(OC)c(S(=O)(=O)N2CCCc3ccccc32)c1	-18%	-16%	8%	-5%
26	O=C(CSc1nncs1)N1c2ccccc2Sc2ccccc21	-18%	2%	9%	-4%
27	O=C(c1ccco1)N(CCC(c1ccccc1)c1ccco1)Cc1ccc(F)cc1 (configuration not stated)	-33%	3%	2%	-13%
28	Cc1ccc(Cn2ccc(NC(=O)CCSc3nc(-c4ccco4)cc(C(F)(F)F)n3)n2)cc1	-11%	-4%	7%	-6%
29	NC(=O)N/N=C(/CCCCCC/C(=N\NC(N)=O)c1ccccc1)c1ccccc1	4%[9.22 µM]	1%	7%	4%
30	Nc1nonc1C(=O)N/N=C/c1ccc(-c2ccc(Cl)c(C(=O)O)c2)o1	19%	-5%	-18%	-3%
31	O=C(O)c1cc2ccccc2c2cc(Br)ccc12	-7%[9.22 µM]	-4%	-2%	4%
32	Cc1ccc(S(=O)(=O)NCCC(=O)OCC(=O)Nc2cccc(S(=O)(=O)NC3=NCCCCC3)c2)cc1	22%	-8%	1%	-1%
33	Cn1c(O)c(C(C#N)=C2N=c3ccccc3=N2)c2ccccc21	9%	-5%	12%	12%
34	Cc1cc(C)c2c(=O)n(CC(=O)Nc3ccc(Cl)cc3)sc2n1	-31%[9.22 µM]	9%	25µM*	-3%
35	COCCn1c(=NC(=O)c2ccc(S(=O)(=O)N3CCCc4ccccc43)cc2)sc2cc(S(C)(=O)=O)ccc21	-14%	-2%	9%	9%
36	C=C1[C@@H](OC(C)=O)CC[C@]2(C)[C@@H]1C[C@@H]1C[C@H](OC(C)=O)C(C)=C([C@@H](OC(C)=O)[C@@H]2OC(C)=O)C1(C)C	15%[9.22 µM]	0%	10%	-10%

No.	IMPase Li cell	GAA inh	HTT ATP protect
25	-14%[38.3 µM]	-17%[15.4 µM]	6%
26	22%[38.3 µM]	-14%	-7%[1.9 µM]
27	20%[38.3 µM]	-2%	-75%[inhibitor]
28	39%[activator][38.3 µM]	?	-16%[0.074 µM]
29	nt	?	10%[10 µM]
30	-7%	-5%	11%
31	nt	1%	5%[10 µM]
32	-8%	-4%	?
33	5%[38.3 µM]	0%	-7%
34	nt	nt	-7%[10 µM]
35	-1%	-11%	-15%[10 µM]
36	nt	nt	11%[10 µM]

Five of the entries above in order of the GoLoco inh red value, descending.
cpd | Structure | HttQ103 aggreg | GAA spleen mod | GoLoco inh red | IMPase Li cell | GAA inh
36 | C=C1[C@@H](OC(C)=O)CC[C@]2(C)[C@@H]1C[C@@H]1C[C@H](OC(C)=O)C(C)=C([C@@H](OC(C)=O)[C@@H]2OC(C)=O)C1(C)C | 15%[9.22 µM] | 0% | 10% | nt | nt
35 | COCCn1c(=NC(=O)c2ccc(S(=O)(=O)N3CCCc4ccccc43)cc2)sc2cc(S(C)(=O)=O)ccc21 | -14% | -2% | 9% | -1% | -11%
28 | Cc1ccc(Cn2ccc(NC(=O)CCSc3nc(-c4ccco4)cc(C(F)(F)F)n3)n2)cc1 | -11% | -4% | 7% | 39%[activator][38.3 µM] | ?
32 | Cc1ccc(S(=O)(=O)NCCC(=O)OCC(=O)Nc2cccc(S(=O)(=O)NC3=NCCCCC3)c2)cc1 | 22% | -8% | 1% | -8% | -4%
31 | O=C(O)c1cc2ccccc2c2cc(Br)ccc12 | -7%[9.22 µM] | -4% | -2% | nt | 1%

(further entries)
No.	SMILES	HttQ103 aggreg	GAA spleen mod	GoLoco inh red	GAA glycogen
37	CN1CCN(Cc2nc3ccccc3c(=O)n2Cc2nc(-c3ccccc3F)cs2)CC1	?	-3%	nt	-7%
38	Cn1cnnc1SCC(=O)Nc1cc(S(=O)(=O)N2CCCCCC2)ccc1Cl	-4%	0%	-17%	3%
39	Cn1nc([N+](=O)[O-])nc1Oc1ccc2ccccc2c1	-3%	1%	3%	6%
40	COc1cccc(NC2=Nc3cccc4cccc2c34)c1	2%	7%	0%	8%
41	C=C(C)C1Cc2c(C)nn(-c3ccccn3)c2C1 (configuration not stated)	19%	-6%	-13%	5%
42	Cc1cccc(N2CCN(C(=O)c3ccc4ncsc4c3)CC2)c1C	-14%	-7%	-37%	4%
43	CC1CCC(NC(=O)c2ccc(N3CCCC3=O)cc2)CC1 (configuration not stated)	3%	-4%	2%	6%
44	CC(=O)Nc1ccccc1C	nt	5%	-3%	nt
45	O=C(Nc1ccc(S(=O)(=O)N2CCCCC2)cc1)c1ccccc1Cl	-15%	-2%	-1%	-6%
46	O=C(COC(=O)c1ccc(CSc2ccc(Cl)cc2)cc1)Nc1ccccc1	28%	-6%	1%	9%
47	CCOC(=O)CN(C(=O)CN1CCOCC1)c1ccc(Br)cc1	13%	-5%	-2%	3%
48	COC(=O)c1sc(NC(=O)c2ccoc2C)nc1C	-12%	-4%	17%	-4%
49	COC(=O)[C@@]1(Cc2ccccc2)[C@@H]2C(=CC(=O)[C@H]2CC(=O)C(=O)N(C)C)CN1C(=O)c1ccccc1	nt	0%&12%	13%&3%	-2%

No.	IMPase Li cell	GAA inh	HTT ATP protect
37	nt	-1%	20%[10 µM]
38	-4%	3%	-5%[10 µM]
39	27%[38.3 µM]	-5%	5%
40	8%	-2%	-8%[1.9 µM]
41	-6%[38.3 µM]	-10%	-25%
42	44%[activator][38.3 µM]	3%	-39%[inhibitor]
43	-32%[38.3 µM]	1%	-10%
44	-7%	nt	18%
45	-3%[38.3 µM]	-15%	-4%
46	4%	1%	-20%[1.9 µM]
47	-15%[38.3 µM]	-4%	-5%
48	14%	-3%	18%[10 µM]
49	15%&8%	1%	?

Screening results: PubChem, National Center for Advancing Translational Sciences (NCATS)

Not all compounds are listed, so the mix of outcomes need not match the whole.
